Source: PubChem BioAssay
NadD block: NadD (S. aureus) enzyme inhibition | purified NadD enzyme, colorimetric absorbance read-out | inhibition, % at 20 µM | 360,000 compounds, 0.78% hits | AID 602399; in the data active = inhibition above about 26%; also: some compounds past the cut are filed as inactive
CSN deneddyl inh: blocks human CSN-mediated cullin deneddylation; Q92905; Purified CSN, SCF-Nedd8-OG deneddylation, fluorescence polarization; inhibition, % at 12.5 µM; 360,000 compounds, 0.38% hits;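 active = pattern-corrected inhibition above about 35%, with an unprinted fluorescence ratio check between 0.5 and 1.5, limit read from the data, passing the limit was not always enough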;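 also: 0% = enzyme with substrate and 100% = substrate without enzyme; some results filed as inactive read as strong as hits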
Target sequence (Q92905 whole entry, looked up, one chain of several): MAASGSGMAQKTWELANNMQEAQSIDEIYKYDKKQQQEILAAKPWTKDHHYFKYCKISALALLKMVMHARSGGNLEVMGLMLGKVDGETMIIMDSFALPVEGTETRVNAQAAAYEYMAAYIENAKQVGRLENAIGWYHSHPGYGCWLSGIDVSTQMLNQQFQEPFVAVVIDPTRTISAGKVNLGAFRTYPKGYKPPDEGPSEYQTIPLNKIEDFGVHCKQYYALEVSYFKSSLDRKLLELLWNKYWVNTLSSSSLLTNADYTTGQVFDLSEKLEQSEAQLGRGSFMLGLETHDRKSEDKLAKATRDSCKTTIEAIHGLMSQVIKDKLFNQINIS
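Test system: Human Csn5 produced in HEK293T cells | Compound: 12.5 µM single point | Times: 90 min, room temperature | Signal: Fluorescence polarization readout | Read-out basis: % inhibition of substrate cleavage by Csn5 | Controls: no-enzyme wells high, enzyme-with-substrate wells low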
LMPTP block: blocks human LMPTP phosphatase | inhibition, % at 20 µM | 360,000 compounds, 0.22% hits | recombinant LMPTP-A, OMFP fluorogenic substrate, fluorescence intensity | P24666;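 active = compounds that cut the enzyme signal by at least half of the control window in the single-dose screen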;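 also: plate controls were DMSO wells with enzyme plus substrate for no effect and substrate without enzyme for full effect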
Target sequence (P24666 whole entry, looked up): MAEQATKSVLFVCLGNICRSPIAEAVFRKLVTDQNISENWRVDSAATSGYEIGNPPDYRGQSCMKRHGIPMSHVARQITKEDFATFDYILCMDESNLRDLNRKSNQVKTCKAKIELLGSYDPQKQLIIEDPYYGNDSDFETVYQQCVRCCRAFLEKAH
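Assay system: LMPTP-A phosphatase enzyme | Input: 0.625 nM enzyme | Also added: Fluorogenic phosphatase substrate OMFP at 400 µM final | Compound dosing: One test concentration per compound, 20 µM, with 3% DMSO overall | Schedule: 50 min enzyme reaction at room temperature, protected from light | Signal: Fluorescence intensity | Benchmarks: no-enzyme and uninhibited controls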
Rin1-Abl PPI inh: blocks binding of human Rin1 to Abl; P00519+Q13671; TR-FRET Rin1/Abl binding, biochemical; inhibition, % at 7.35 µM; 360,000 compounds, 0.4% hits; in the data active = inhibition above about 5%, passing the limit was not always enough
Rpn11 inh: blocks the human proteasome subunit Rpn11 | O00487 | human 26S proteasome, Ub4-pepOG fluorescence polarization; 20S core pre-blocked with epoxomicin | calls only at 20 µM | 360,000 compounds, 0.59% hits;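 active = inhibition at 20 µM, scaled to each plate's controls, above about 33%, limit read from the data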
Target sequence (O00487 whole entry, looked up): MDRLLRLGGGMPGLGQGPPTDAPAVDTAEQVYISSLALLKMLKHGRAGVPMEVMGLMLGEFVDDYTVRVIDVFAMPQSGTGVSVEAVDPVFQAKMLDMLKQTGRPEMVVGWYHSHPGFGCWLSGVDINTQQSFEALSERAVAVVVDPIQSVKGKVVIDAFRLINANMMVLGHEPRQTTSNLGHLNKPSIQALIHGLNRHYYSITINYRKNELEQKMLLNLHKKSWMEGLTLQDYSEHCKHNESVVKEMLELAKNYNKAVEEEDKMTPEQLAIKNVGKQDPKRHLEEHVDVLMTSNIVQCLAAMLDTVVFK
DNMT1 block: DNMT1 (human) enzyme inhibition | P26358 | DNMT1 molecular beacon, Hinp1I cleavage, fluorescence | inhibition (reported as % activation of signal), % at 10 µM | 360,000 compounds, 0.83% hits | AID 588458; in the data active = inhibition above about 50%
STEP inh: inhibitors of human striatal-enriched phosphatase STEP. P54829. recombinant STEP, OMFP fluorogenic substrate, fluorescence. inhibition, % at 20 µM. 360,000 compounds, 0.25% hits. AID 588621;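 active = inhibition at 20 µM, scaled per plate between control wells, above about 37%, limit read from the data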;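 also: 0% = DMSO with enzyme and substrate and 100% = substrate only without enzyme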
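System: STEP phosphatase, cell-free reaction; Buffer or medium: Bis-Tris pH 6.0 buffer with DTT, detergent; Incubation: 20 min at room temperature, dark; Measured by: fluorescence, 480/540 nm.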
Scp1 inh: Scp-1 (human) phosphatase inhibition | Q9GZU7 | Recombinant Scp1, phosphopeptide, malachite green phosphate absorbance | inhibition, % at 20 µM | 340,000 compounds, 0.88% hits | AID 493091;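 active = inhibition above about 50% at 20 µM, limit read from the data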;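 also: plate controls were DMSO wells with enzyme for no effect and wells lacking enzyme for full effect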
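System: SCP-1 catalytic domain; Reagent: Phospho 17-mer peptide substrate; Doses: one concentration, 20 µM, with 1.0% DMSO; Incubation: 45 min room-temperature reaction, 5 min colour, 30 min stabiliser; Signal: Phosphate-binding colour reagent, absorbance read at 630 nm.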
SUMO1 PPI mod: alters human SUMO1 binding to SIM partners; SUMO1 binding to a labelled peptide, TR-FRET, 1 h; inhibition, % at 20 µM; 360,000 compounds, 0.33% hits; in the data active = inhibition above about 37%
Target sequence (P63165 whole entry, looked up): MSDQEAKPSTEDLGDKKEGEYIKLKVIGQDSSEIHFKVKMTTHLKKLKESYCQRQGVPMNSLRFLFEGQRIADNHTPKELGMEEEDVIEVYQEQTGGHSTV
Neddylation inh: inhibitors of human cullin neddylation; TR-FRET cullin neddylation, biochemical; calls only at 25 µM; 360,000 compounds, 0.58% hits; AID 651699; in the data active = inhibition above about 36%
* marks the source's active call; other numbers are inactive results; i = inactive; nt = no result given; + = active, no number.

SMILES	NadD block	CSN deneddyl inh	LMPTP block	Rin1-Abl PPI inh	Rpn11 inh	DNMT1 block	STEP inh	Scp1 inh	SUMO1 PPI mod	Neddylation inh
O=C(O)c1cc(S(=O)(=O)NCCOc2ccccc2)ccc1Cl	-1	-2	-1.0	0	i	6	2	-15	-2	i
COc1ccc(CNc2nc3c(c(=O)n(Cc4ccc(F)cc4)c(=O)n3C)n2C)cc1	1	-5	1.1	-3	i	-10	0	-8	0	i
COC(=O)c1ccccc1NC(=O)N1CCN(S(=O)(=O)c2ccc(Cl)cc2)CC1	-2	3	1.0	-2	i	-2	2	-8	-3	i
COc1ccc(C(O)c2nc(-c3ccc(OC)nc3)cs2)cc1 (stereo not given)	-4	3	0.5	-2	i	2	-4	nt	4	i
COc1ccc(-c2cnc3n2CCCCC3)cc1	-6	3	-0.7	-2	i	2	3	-7	-1	i
COc1ccc(C(=O)COC(=O)CCN2C(=O)C3C4CCC(C4)C3C2=O)cc1 (stereo not given)	2	5	-0.8	2	i	0	-3	-3	-2	i
CC(=O)c1ccc(S(=O)(=O)N(C)CC(=O)NCc2ccco2)cc1	-1	-3	-0.4	1	i	0	1	-2	-3	i
CCOC(=O)N1CCN(C(=O)c2ccc(OCC)cc2)CC1	-7	-1	-0.8	4	i	1	-1	3	0	i
COC(=O)CN1CCN(C(=O)c2ccco2)CC1	2	-1	-0.5	-2	i	-2	1	-5	-3	i
O=C(NC1CCS(=O)(=O)C1)c1cc2c(=O)n3ccccc3nc2n1Cc1ccccc1 (stereo not given)	-3	3	-1.7	0	i	5	3	nt	-13	nt
CCOC(=O)C1CCN(C(=O)COc2ccc3c(C)cc(=O)oc3c2)CC1	-6	-2	1.1	2	i	5	-4	-7	2	+
COc1ccc(Nc2nc(NCc3ccco3)nc(N/N=C/c3ccccc3F)n2)cc1	20	1	2.2	-3	i	-13	-1	6	-4	i
COc1ccc(N2CCN(C(CNC(=O)C(C)C)c3ccc4c(c3)OCO4)CC2)cc1 (stereo not given)	-8	1	-0.6	-1	i	-1	3	34	-2	i
CCc1ccc(NC(=O)CSc2nnc(-c3cnccn3)n2Cc2ccco2)cc1	2	1	-0.6	0	i	-9	1	-5	3	i
COc1ccccc1Nc1nn2c(=O)c3ccc(C(=O)NCc4cccnc4)cc3nc2s1	10	84*	1.9	0	i	51*	3	nt	47*	i

3 records picked at random from the list so far:
SMILES	NadD block	CSN deneddyl inh	LMPTP block	Rin1-Abl PPI inh	Rpn11 inh	DNMT1 block	STEP inh	Scp1 inh	SUMO1 PPI mod	Neddylation inh
COc1ccc(-c2cnc3n2CCCCC3)cc1	-6	3	-0.7	-2	i	2	3	-7	-1	i
O=C(NC1CCS(=O)(=O)C1)c1cc2c(=O)n3ccccc3nc2n1Cc1ccccc1 (stereo not given)	-3	3	-1.7	0	i	5	3	nt	-13	nt
CCc1ccc(NC(=O)CSc2nnc(-c3cnccn3)n2Cc2ccco2)cc1	2	1	-0.6	0	i	-9	1	-5	3	i

Following part.
SMILES	NadD block	CSN deneddyl inh	LMPTP block	Rin1-Abl PPI inh	Rpn11 inh	DNMT1 block	STEP inh	Scp1 inh	SUMO1 PPI mod	Neddylation inh
C=C(C)C(=O)Oc1ccc(N2C(=O)CCC2=O)cc1	0	-3	-1.3	-4	i	0	4	-3	-7	i
COC(=O)c1cccc(NC(=O)CN2C(=O)c3ccccc3C2=O)c1	-6	6	0.7	-1	i	1	-10	1	-3	i
COc1ccc(CN2C(=O)C(CC(=O)NCCCN(C)C)CC(C(=O)N(C)C)=C2C)cc1 (stereo not given)	-2	0	-6.7	-2	i	2	0	nt	-3	i
O=C(Cn1[nH]c(=O)c2ccccc2c1=O)OCC(=O)c1ccccc1	-4	0	-0.1	1	i	1	0	-6	-3	i
CCS(=O)(=O)N1Cc2ccccc2CC1C(=O)Nc1ccc(NC(C)=O)cc1 (stereo not given)	3	-2	0.3	1	i	-17	-1	3	4	i
CC(C)CCN1CCC[C@]2(N[C@H](c3ccc(C(F)(F)F)cc3)[C@@H]3C(=O)N(Cc4ccccc4)C(=O)[C@@H]32)C1=O	3	-1	0.9	1	i	-1	1	nt	5	i
O=C(Cn1c(=O)c(=O)n(Cc2ccccc2)c2ccc(Cl)cc21)NCC1CCCO1 (stereo not given)	-7	-2	0.4	2	i	-6	-1	-7	4	i
Cc1ccc(/C=C/C(=O)NCc2ccc3c(c2)OCO3)o1	-2	-3	-1.7	-2	i	4	2	-3	-3	i
CCOC(=O)COc1ccc2c(=O)c(-c3ccc(OC)c(OC)c3)c(C(=O)OCC)oc2c1	-3	0	4.4	-3	i	0	2	-7	-30	i
Cn1cnc2c1c(=O)n(Cc1ccc(F)cc1Cl)c(=O)n2C	-3	2	-3.1	7.6*	i	5	-7	-7	-3	i
NC(=O)[C@H]1CC2(CC(c3cccc(NC(=O)CC(c4ccccc4)c4ccccc4)c3)=NO2)CN1C(=O)CC(c1ccccc1)c1ccccc1 (stereo not given in full)	42*	6	2.3	0	i	-38	-1	-15	-3	i
NC(=O)c1cc(S(=O)(=O)NCCc2ccc(S(N)(=O)=O)cc2)cs1	3	-1	-0.6	-1	i	1	-2	-11	-2	i
O=C(COC(=O)c1cc([N+](=O)[O-])ccc1N1CCOCC1)Nc1cc(F)ccc1F	-7	-1	-0.4	0	i	-6	-2	-15	-14	i
O=C(COC(=O)c1ccccn1)c1cccc(Br)c1	-2	2	-0.2	2	i	0	-1	-6	2	i
Cc1ccc(Cl)cc1Nc1nc(N2CCOCC2)nc(N2CCOCC2)n1	1	1	-0.2	-3	i	-3	-2	1	7	i

Some of the entries so far, field by field.
> C=C(C)C(=O)Oc1ccc(N2C(=O)CCC2=O)cc1
  NadD block: 0
  CSN deneddyl inh: -3
  LMPTP block: -1.3
  Rin1-Abl PPI inh: -4
  Rpn11 inh: i
  DNMT1 block: 0
  STEP inh: 4
  Scp1 inh: -3
  SUMO1 PPI mod: -7
  Neddylation inh: i

> CC(C)CCN1CCC[C@]2(N[C@H](c3ccc(C(F)(F)F)cc3)[C@@H]3C(=O)N(Cc4ccccc4)C(=O)[C@@H]32)C1=O
  NadD block: 3
  CSN deneddyl inh: -1
  LMPTP block: 0.9
  Rin1-Abl PPI inh: 1
  Rpn11 inh: i
  DNMT1 block: -1
  STEP inh: 1
  Scp1 inh: nt
  SUMO1 PPI mod: 5
  Neddylation inh: i

(cont.)
SMILES	NadD block	CSN deneddyl inh	LMPTP block	Rin1-Abl PPI inh	Rpn11 inh	DNMT1 block	STEP inh	Scp1 inh	SUMO1 PPI mod	Neddylation inh
CCSc1nnc(NC(=O)c2ccc3ccccc3n2)s1	-1	3	2.0	2	i	2	5	8	-10	i
COc1cc(F)ccc1-c1cc(C(=O)NCc2cc(C(F)(F)F)cc(C(F)(F)F)c2)[nH]n1	5	1	0.3	3	i	-6	-2	nt	5	i
CN1C2CCC1CC(NS(=O)(=O)c1ccc(C#N)cc1)C2 (stereo not given)	-1	-2	-1.2	-2	i	2	2	-8	-2	i
CCOC(=O)C1(Cc2cccc(OC)c2)CCCN(C(=O)CCc2cccnc2)C1 (stereo not given)	-2	-5	-0.2	4	i	7	-2	2	4	i
COc1ccc(NC(=O)c2cc(-c3ccccc3OC)on2)cc1	-16	-6	4.0	-3	i	-3	-1	-9	-3	i
CC(C)NC(=O)CCc1nnc(Cc2cccc(C(F)(F)F)c2)o1	-4	1	0.5	3	i	1	-1	-7	0	i
COc1cc(NC(=O)c2cccs2)ccc1NC(=O)c1ccco1	-4	-3	1.0	0	i	6	-3	-7	7	i
Cc1nn(C(C)(C)C)c(OC(=O)c2ccco2)c1Sc1ccccc1	-1	-3	3.6	1	i	-2	2	5	3	i
C=CCn1c(=O)n2ncnc2c2c3c(sc21)CCCC3	6	1	-0.1	0	i	4	2	2	0	i
COc1ccc2oc(C(=O)OCC(=O)/C(C#N)=C(\C)N)c(C)c2c1	-2	-5	2.3	-1	i	6	-1	9	-1	i
CN(C)C(=O)NCc1ccc(S(N)(=O)=O)cc1	3	-5	-1.1	-2	i	1	0	-18	2	i
COC(=O)[C@H](CCSC)NC(=O)Nc1cc(OC)cc(OC)c1	3	2	-2.3	-1	i	0	1	-13	3	i
Cc1ccc(S(=O)(=O)Nc2ccc3ncccc3c2[N+](=O)[O-])cc1	-1	-2	-1.4	4	i	-4	3	5	-2	i
O=C(CN(c1ccc2c(c1)OCCO2)S(=O)(=O)c1ccccc1)NCc1ccc(Cl)cc1	-11	0	-0.4	1	i	-1	0	12	-3	i
O=C(Nc1cccc(-c2cnc3ccccc3n2)c1)c1cccc(NC(=O)c2ccco2)c1	15	41*	1.9	-5	+	-2	-3	-3	38	i
O=C(Cn1c(NCCO)nc2ccccc21)c1ccccc1	4	4	3.6	-1	i	3	-2	-1	-4	i
COC(=O)CC1=C(C(=O)OC)C(c2ccc3c(c2Cl)OCO3)C(C#N)=C(N)O1 (stereo not given)	-1	-1	0.8	-1	i	1	-1	0	-4	i
CCN1CCCC(OC(=O)c2cc(-c3ccc(C)cc3)nc3ccccc23)C1 (stereo not given)	-10	-4	-0.9	-2	i	11	3	1	-11	nt
O=C(Nc1ccc(F)cc1)C(c1ccnc2ccccc12)N1CCN(CC(=O)N2CCCC2)CC1 (stereo not given)	nt	-1	-1.5	nt	nt	nt	nt	nt	2	i
O=C(NNc1nc2c(F)cc(F)cc2s1)C1COc2ccccc2O1 (stereo not given)	2	0	0.9	1	i	1	-4	-5	27	i
c1cn(CCCNc2ncnc3nc[nH]c23)cn1	4	-4	-1.2	-4	i	-3	-5	-6	3	i
Cc1cc(C)c(C)c(OCC(=O)O/N=C(\N)c2cccnc2)c1	-5	-7	0.4	-1	i	2	6	5	3	i
CSc1ccccc1NC(=O)c1ccncc1	5	5	-0.1	1	i	-6	1	-8	0	i
COCCNC(=O)C(C#N)c1nc2ccccc2nc1N1CCCCCC1 (stereo not given)	-6	-2	-0.7	0	i	-8	0	1	-13	nt
Cc1cc(/C=C2\C(=N)N3N=CSC3=NC2=O)c(C)n1Cc1ccccc1	7	0	1.5	-5	i	-1	0	0	-8	i
COc1ccc(CCn2c(=N)c(C(=O)NCC3CCCO3)cc3c(=O)n4cccc(C)c4nc32)cc1 (stereo not given)	-2	1	6.3	-8	i	8	1	3	-12	i
CCN1CCN(C(=O)Nc2ccc(OC)cc2OC)CC1	2	2	-2.6	8	i	-1	-5	-1	-2	i
COc1ccc(NS(=O)(=O)c2cc(NC(=O)c3sccc3C)ccc2N2CCOCC2)cc1	2	4	2.9	-1	i	-10	1	-11	0	i
CC(C)N(C(=O)[C@H]1C[C@H](CC(=O)NCCc2ccccn2)C(=O)N2CCc3c([nH]c4cc(CCC(=O)N(C)C)ccc34)[C@]12C)C(C)C	3	-1	-7.3	2	i	2	-1	4	4	i
CC(=O)c1ccc(NCC(=O)N2CCN(S(=O)(=O)c3ccccc3)CC2)cc1	0	-4	0.0	-1	i	3	0	-2	2	i
CC(C)(C)c1cc(C(=O)NNC(=O)Nc2ccccc2)n(Cc2ccccc2)n1	-9	3	2.4	-3	i	2	3	-15	1	i
O=C(/C=C/c1ccc2c(c1)OCO2)c1ccc[nH]1	-2	1	-0.6	-3	i	0	-2	1	-13	i
